# D2 potentiator = HTS Assay for Positive Allosteric Modulators of the Human D2 Dopamine Receptor: Primary Screen for Potentiators; AID 485347, 2010; hit rate 0.34% among 340,000; HEK293 T-REx D2, calcium flux, EC20 dopamine potentiation; potentiation, % at 10 µM; D(2) dopamine receptor (Homo sapiens), P14416;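 active = potentiation over 3 SD above the plate norm, cut at about 30% in these data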; also: 0% is about no effect
#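 Using a no-wash calcium dye in inducible, force-coupled HEK293 Trex cells expressing D2, we tracked fluorescence each second for 180 s after compound, then for 180 s after EC20 dopamine to detect augmented signalling.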
# TRHR ag = qHTS for Small Molecule Agonists and Allosteric Enhancers of Human TRH Receptor: Primary Screen for Agonists | AID 493084, 2011 | TRHR cells, calcium flux fluo-8, FDSS agonist mode | Thyrotropin-releasing hormone receptor (Homo sapiens), P34981 | activation, % at 2 µM | hit rate 0.18% among 360,000; also: 0% is about no effect
#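 In this calcium-flux screen, cells bearing human TRHR are dye-loaded with fluo-8, baselined for 10 cycles, then exposed to library compounds; positive kinetic calcium responses during the agonist phase mark hits, with TRH as control.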
# RXFP1 antagonist = qHTS Assay for Antagonists of the Relaxin Receptor RXFP1. activity change, negative = inhibition, % at 57.5 µM. AID 1259400, 2018. HEK293-RXFP1, relaxin-stimulated cAMP HTRF, 30 min; hits give low values. hit rate 0.59% among 350,000. Relaxin receptor 1 (Homo sapiens), Q9HBX9;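 active = activity change of -60% or lower, but not beyond a set lower limit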; also: % is scaled to controls: 0 for no effect and ±100 for the full control effect
# Target sequence (Q9HBX9 whole entry, looked up): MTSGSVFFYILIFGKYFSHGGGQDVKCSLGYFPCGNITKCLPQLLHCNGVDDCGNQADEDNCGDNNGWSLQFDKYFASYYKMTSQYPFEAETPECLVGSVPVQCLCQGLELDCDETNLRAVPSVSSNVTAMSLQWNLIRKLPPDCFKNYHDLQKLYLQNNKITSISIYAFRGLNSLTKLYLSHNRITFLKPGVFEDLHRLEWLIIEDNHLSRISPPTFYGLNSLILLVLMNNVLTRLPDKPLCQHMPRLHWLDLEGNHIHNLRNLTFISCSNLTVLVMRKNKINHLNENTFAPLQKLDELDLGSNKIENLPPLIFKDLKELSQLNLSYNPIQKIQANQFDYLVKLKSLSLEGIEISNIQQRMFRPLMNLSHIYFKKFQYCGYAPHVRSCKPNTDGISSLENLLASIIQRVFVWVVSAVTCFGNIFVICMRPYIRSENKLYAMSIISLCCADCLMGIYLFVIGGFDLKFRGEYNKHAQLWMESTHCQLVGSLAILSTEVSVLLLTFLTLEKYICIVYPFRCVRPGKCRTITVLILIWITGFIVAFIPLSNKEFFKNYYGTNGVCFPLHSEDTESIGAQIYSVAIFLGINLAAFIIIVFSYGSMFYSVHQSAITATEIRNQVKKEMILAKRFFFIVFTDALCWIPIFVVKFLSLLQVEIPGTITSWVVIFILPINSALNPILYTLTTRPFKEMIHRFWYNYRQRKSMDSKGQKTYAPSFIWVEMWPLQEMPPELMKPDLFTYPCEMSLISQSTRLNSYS
# D1 antagonist = Antagonist of Human D 1 Dopamine Receptor: qHTS; D(1A) dopamine receptor (Homo sapiens), P21728; HEK293 TREx D1 cells, calcium flux, dopamine EC80; hits give low values; activity change, negative = inhibition, % at 10 µM; hit rate 3.2% among 360,000; AID 504652, 2011; in the data active = activity change below about -30%; also: % is scaled to controls: 0 for no effect and ±100 for the full control effect
#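 Tetracycline-induced HEK293 Trex D1 cells, force-coupled to calcium, dye-loaded; compounds added and read 180 s, then EC80 dopamine added and calcium flux tracked kinetically another 180 s.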
# TRHR PAM = qHTS for Small Molecule Agonists and Allosteric Enhancers of Human TRH Receptor: Primary Screen for Enhancers | Thyrotropin-releasing hormone receptor (Homo sapiens), P34981 | TRHR cells, fluo-8 calcium fluorescence, EC20 TRH enhancement | enhancement, % at 2 µM | hit rate 0.66% among 360,000; in the data active = enhancement above about 30%; also: 0% is about no effect
#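 TRHR-expressing cells loaded with fluo-8 calcium dye were read kinetically (ex 480/em 530) during compound addition, then stimulated with an EC20 of TRH (10 nM final). Enhancement of the Gq-mediated intracellular calcium response was scored.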
# D1 PAM = Potentiators of Human D1 Dopamine Receptor: qHTS. HEK293 TREx D1 cells, calcium flux, dopamine EC20 potentiation. AID 504651, 2011. potentiation, % at 10 µM. hit rate 0.036% among 360,000; in the data active = potentiation above about 30%; also: 0% is about no effect
# D2 antagonist = HTS Assay for Allosteric Antagonists of the Human D2 Dopamine Receptor: Primary Screen for Antagonists | D(2) dopamine receptor (Homo sapiens), P14416 | HEK293 TREx D2 cells, calcium flux, dopamine EC80 | inhibition, % at 10 µM | hit rate 2% among 340,000 | AID 485344, 2010; in the data active = inhibition above about 30%; also: 0% is about no effect
#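 Antagonism is scored as inhibition of an EC80 dopamine-evoked calcium signal in a force-coupled, tetracycline-inducible HEK293 T-REx D2 line, with compound present 180 s before agonist.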
# D2 ag = HTS Assay for Allosteric Agonists of the Human D2 Dopamine Receptor: Primary Screen for Agonists; D(2) dopamine receptor (Homo sapiens), P14416; HEK293 T-REx D2 cells, calcium flux agonist mode; activation, % at 2 µM; hit rate 0.53% among 340,000; AID 485358, 2010;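 active = activation over 3 SD above normal in the single-dose calcium agonist read, cut at about 30% in these data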; also: 0% is about no effect
#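 Tetracycline-induced HEK293 Trex cells with D2 receptor force-coupled to calcium signaling, plated overnight at 30 C and loaded with no-wash calcium dye. Calcium flux read kinetically for 180 s after compound addition; responses flag agonists.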
# D1 agonist = Allosteric Agonists of the Human D1 Dopamine Receptor: qHTS; D(1A) dopamine receptor (Homo sapiens), P21728; HEK293 T-REx D1 cells, calcium flux, agonist mode; activation, % at 2 µM; hit rate 1% among 360,000; AID 504660, 2011; also: 0% is about no effect
#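 Inducible HEK293 T-REx D1 cells, force-coupled to calcium signalling, were plated at 4000 cells/well with tetracycline and held overnight at 30 C. After no-wash calcium dye loading, compound-evoked calcium rise over 180 s flagged agonists.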
# * hit, by the source's call; / = no result given. Rule as the data show it, unless noted: active = activation above about 30%; inactive = the rest.
# Fields – D2 potentiator, TRHR ag, RXFP1 antagonist, D1 antagonist, TRHR PAM, D1 PAM, D2 antagonist, D2 ag, D1 agonist
CC(C)Oc1ccc(-c2nn(-c3ccccc3)cc2/C=c2\sc3ncnn3c2=O)cc1
    -5, 1.6, /, -5, -9, 6, 2, -0.1, 4
COC(=O)CNC(c1ccccc1)c1cc(Br)ccc1NC(=O)c1cc(OC)c(OC)c(OC)c1 (stereo not drawn)
    -7, 0.0, -10, 15, 2, 2, /, -0.3, 4
CCNC(=O)C1CCCN1S(=O)(=O)c1ccc(C)cc1 (stereo not drawn)
    -1, 0.4, 0, 0, -1, -5, 14, 0.1, -3
O=C(NCCc1nc2ccccc2[nH]1)/C(=C/c1ccco1)NC(=O)c1ccc(Br)cc1
    -13, 0.0, -16, -1, -16, -2, 11, 0.1, 2
O=C(NCCc1ccccc1)c1ccc2c(c1)OCCO2
    -13, -0.6, 5, 0, -6, -5, 15, -0.2, 2
O=C(Nc1nnc(/N=C/c2ccco2)s1)c1ccc(F)cc1
    -7, 0.1, -23, -10, 5, -2, /, /, 2
COc1ccc(NC(=O)CCN2CCN(S(=O)(=O)c3ccc(OC)cc3)CC2)cc1
    8, -1.0, -12, -7, 0, -2, 4, 0.7, 1
Cc1ccc2nc(-c3ccccc3)c(CN3CCN(c4ccccc4F)CC3)n2c1
    -9, -0.4, 10, -3, 11, -2, -10, 0.6, 4
CSc1ccccc1C(=O)NC1CCCCCC1
    4, -0.9, 3, -8, -1, -10, -2, -0.4, 1
Cc1ccnc2nc(C(=O)OCC(=O)c3c[nH]c4ccccc34)nn12
    13, 0.1, -7, -2, 1, 1, 4, 0.1, 2
COc1cccc(-n2c(SCC(=O)Nc3sc4c(c3C(N)=O)CCC4)nc3ccccc3c2=O)c1
    0, 0.3, 22, 3, -7, 6, -19, 0.1, 4
CCCCN(CC)c1nc(N)c(C#N)c(CC#N)c1C#N
    /, -0.6, 11, 19, -6, 3, /, /, 3
CCCC(C)C(=O)Nc1cc([N+](=O)[O-])ccc1Cl (stereo not drawn)
    3, -1.4, 8, -5, 0, -2, -14, 1.2, 0
CCS(=O)(=O)N1CCc2cc(C(=O)N3CCN(c4ccccc4)CC3)ccc21
    2, -0.2, /, 2, -6, 1, /, 1.0, 1
O=C(NCCC1=CCCCC1)c1ccc2c(c1)N(Cc1ccc(Cl)cc1)C(=O)c1ccccc1S2(=O)=O
    /, 0.9, /, 4, 0, 0, /, 0.4, 3
COc1ccccc1CNC(=O)COC(=O)c1ccc(-n2cnnn2)cc1
    -6, -0.2, -13, -11, -3, -15, -9, 0.2, 1
C/C(=N\NC(=O)C1CC1)c1cccnc1
    -8, 0.0, -4, 4, 8, -7, 7, 0.0, 3
CCOC(=O)C(CC)(CCC(=O)OC)c1csc(Nc2ccccc2O)n1 (stereo not drawn)
    12, 0.1, /, -2, -7, 7, 3, -0.7, 2
CCCn1[nH]cc(SC)c(=O)c1=O
    -4, 0.2, -22, 10, 9, -6, -4, -0.1, 2
CC1=C(C)CC(C(=O)Nc2cccc(Cl)c2)C(C(=O)O)C1 (stereo not drawn)
    17, -0.2, 7, -8, 1, 2, 3, -1.6, 3
c1ccc(N/N=C(\Cc2nc3ccccc3[nH]2)c2ccccc2)cc1
    -4, -0.4, /, -24, -9, 3, 4, -0.1, 0
O=C(COc1ccccc1)NCC(=O)N/N=C/c1ccco1
    -2, -0.2, 17, -4, -8, 3, 12, -0.6, 4
CCOc1ccccc1NC(c1nnc(-c2ccccc2)o1)c1ccc(F)cc1Cl (stereo not drawn)
    -2, 0.9, -23, 3, -8, -3, /, /, 2
O=C(Nc1ccc(Cl)c(Cl)c1)Nc1nccs1
    12, 1.2, -5, 2, 4, -9, 5, 0.1, 21
CCOC(=O)C1=C(c2cccc(Oc3ccccc3)c2)NC(=S)NC1C (stereo not drawn)
    4, 0.2, -21, 5, -3, -8, 0, -1.5, 3
COc1cc(C(=O)OCC(=O)NCCCc2ccccc2)ccc1OCC(C)C
    4, 2.5, -9, -9, 0, -3, 2, 1.7, 3
Cc1onc(-c2ccccc2)c1C(=O)N(C)CCc1ccccn1
    2, 0.1, 0, 1, 1, 7, -17, -0.4, 2
FC(F)(F)c1ccc(Cl)c(NC2=NCCCCC2)c1
    -19, -0.8, -7, -8, 14, 1, 11, 53*, 5
COC(=O)C(CCSC)NC(=O)CNS(=O)(=O)c1ccc(Cl)cc1 (stereo not drawn)
    -1, 0.7, -2, -1, -2, 1, -11, 0.6, 8
CC(C)Sc1ncc(Cl)c(C(=O)Nc2nnc(C(C)C)s2)n1
    7, 0.3, /, 7, 15, -1, /, -0.8, 2
Cc1ccc(/C=C(/NC(=O)c2ccccc2)C(=O)NC(Cc2c[nH]c3ccccc23)C(=O)O)cc1 (stereo not drawn)
    -1, 0.1, 10, -4, 3, -4, -2, 0.0, 3
CC1(C)C(=O)OC(C(=O)c2ccc(C(C)(C)C)cc2)C(C)(C)C1=O (stereo not drawn)
    1, 0.0, -7, -6, 14, -3, -12, 0.4, 3
CCOC(=O)CN1C(c2ccc(O)cc2)Nc2ccc(Br)cc2C1c1ccccc1 (stereo not drawn)
    21, 0.0, -23, 2, -4, -7, -11, -0.4, 1
CCOC(=O)c1cc(C(=O)NNC(=O)c2cccc([N+](=O)[O-])c2)c(C)nc1C
    6, 0.2, -2, -6, -1, 0, -2, 0.4, 5
COc1ccc(C2CC(=O)c3cnn(-c4nc(C)cc(C)n4)c3C2)cc1OC (stereo not drawn)
    -5, -0.5, 2, -23, -2, -4, -1, 0.5, 1
O=C(COc1ccccc1Cl)NC(=S)Nc1ccc(CN2CCOCC2)cc1
    8, 0.4, -3, -2, 6, -2, -5, -5.0, 8
COc1ccc(C)cc1S(=O)(=O)N(CC(=O)N1CCOCC1)Cc1ccccc1
    /, -0.2, -15, 0, -1, 0, /, /, 2
CC(C)c1cnc2c(c1SCC(=O)c1ccccc1)c(=O)n(C)c(=O)n2C
    11, -0.9, -32, -10, 1, 0, /, -0.6, 3
CC(C)(C)NC(=O)C(c1ccc(O)cc1)N(C(=O)CCC(=O)Nc1nccs1)c1cccc(F)c1 (stereo not drawn)
    8, -2.1, -33, 4, -1, 0, 13, -1.6, 2
O=C(NNC1=NCCC1)c1ccc(Br)cc1
    -1, 0.6, -1, -4, -1, 1, -5, -0.1, 0
COc1ccc(Cl)cc1NC(=O)C(C)N(C)Cc1ccc(C(F)(F)F)cc1 (stereo not drawn)
    -2, 0.6, 12, -2, -1, 7, 11, -0.9, 5
Cn1c(=O)c(C(=O)CN2CCN(S(=O)(=O)c3ccccc3)CC2)c(N)n(Cc2ccccc2)c1=O
    4, 0.1, -3, -10, 4, 0, -19, 17, 5
CCC(C)[C@H](NC(=O)NC(C)C)C(=O)O (stereo partly drawn)
    2, 0.2, /, 3, -3, -2, 15, -0.1, 3
COC(=O)c1ccccc1NC(=O)CCn1c(=O)oc2ccccc21
    -1, -0.4, 8, -11, -3, -5, 4, -2.0, 2
NNC(=O)CNC(c1ccccc1)c1cc(Br)ccc1NC(=O)c1ccc(Br)cc1 (stereo not drawn)
    -2, -1.0, -5, 3, 3, -8, -11, -1.0, 17
CC(C)c1ccccc1NC(=O)COC(=O)c1ccc(Cl)c(S(=O)(=O)N2CCCCCC2)c1
    -4, 0.6, -5, -3, 2, 14, -8, 0.8, 2
CC(=O)c1cccc(-n2c(CCC(=O)O)ccc2-c2cccs2)c1
    -5, 1.2, 22, -8, -3, 4, 1, 0.2, 0
Cc1cccc(OCC(O)CN2CCNCC2)c1 (stereo not drawn)
    -3, 2.1, -3, 29, -5, -9, -14, 0.2, 3
CCOC(=O)C1CCN(S(=O)(=O)c2cc3c(cc2C)NC(=O)CO3)CC1
    15, 0.1, 4, -24, 2, 1, -4, -0.5, 7
O=C(CCS(=O)(=O)c1cc(Br)cc2c1N(C(=O)C1CC1)CC2)Nc1ccc(C(F)(F)F)cc1
    -3, -0.2, -1, -4, -3, -1, /, 1.2, 1
CC1(C)CC(=O)C(C=Nc2cccc(/N=C/C3=C(O)CC(C)(C)CC3=O)n2)=C(O)C1
    -16, 0.1, /, 0, 3, -7, 6, 0.5, 1
COc1cc2c(cc1OC)-c1nnc(-c3ccco3)n1C1(CCCC1)C2
    5, -1.4, -16, 6, -11, 0, -9, -1.2, 0
CCOC(=O)C(CC)Sc1ncnc2c1c(-c1ccccc1)cn2-c1ccc(OC)cc1 (stereo not drawn)
    /, 0.9, -26, -7, -9, 1, /, 3.3, 4
CCCNC(=O)Cc1ccsc1
    -2, 0.2, 7, -2, -7, -2, 3, 0.7, -1
Cc1cccc(C)c1NC(=O)NC1(C(=O)N2CCCCC2)CCCCC1
    -5, -0.2, 2, 20, -2, -2, -13, -0.1, 1
COC(=O)Nc1nn(-c2ccc(C)cc2)c(=O)c(C#N)c1C
    2, 0.1, -6, 4, 5, -10, -7, -1.6, 1
COc1ccc(OC)c2c(C)c(C)[nH]c12
    20, -0.9, -1, -4, 8, 0, -15, -0.4, 0
Cc1noc2ncnc(NCc3ccccc3Cl)c12
    6, -0.4, -12, -4, -14, -2, /, 0.6, 21
COc1ccc(Cc2nnc(SCC(=O)Nc3cc(Cl)ccc3OC)[nH]c2=O)cc1
    -14, -0.2, -12, -7, -7, -5, -3, -0.3, 0
COc1ccc(-c2cc(C(F)(F)F)n3nc(C(=O)NCc4ccco4)cc3n2)cc1OC
    0, -0.2, 2, -1, 4, -5, 5, -0.9, 2

# An excerpt of these results, as comma-separated lines:
canonical_smiles,D2 potentiator,TRHR ag,RXFP1 antagonist,D1 antagonist,TRHR PAM,D1 PAM,D2 antagonist,D2 ag,D1 agonist
Cc1noc2ncnc(NCc3ccccc3Cl)c12,6,-0.4,-12,-4,-14,-2,/,0.6,21
COc1ccc(Cc2nnc(SCC(=O)Nc3cc(Cl)ccc3OC)[nH]c2=O)cc1,-14,-0.2,-12,-7,-7,-5,-3,-0.3,0

# Limited to RXFP1 antagonist, D2 ag and TRHR ag (five entries from above):
molecule | RXFP1 antagonist | D2 ag | TRHR ag
COc1ccc(OC)c2c(C)c(C)[nH]c12 | -1 | -0.4 | -0.9
Cn1c(=O)c(C(=O)CN2CCN(S(=O)(=O)c3ccccc3)CC2)c(N)n(Cc2ccccc2)c1=O | -3 | 17 | 0.1
COc1ccc(-c2cc(C(F)(F)F)n3nc(C(=O)NCc4ccco4)cc3n2)cc1OC | 2 | -0.9 | -0.2
Cc1noc2ncnc(NCc3ccccc3Cl)c12 | -12 | 0.6 | -0.4
COc1ccc(Cl)cc1NC(=O)C(C)N(C)Cc1ccc(C(F)(F)F)cc1 (stereo not drawn) | 12 | -0.9 | 0.6
